GCN5L2 inh: GCN5L2 (KAT2A) acetyltransferase inhibition; Potency, µM (series often up to 58.9 µM), for inactives: at the highest dose activity change, negative = inhibition, usual class: inhibitors; AID 504327; GCN5L2 HAT assay, ThioGlo1 CoA-SH fluorescence; actives 0.21% (n = 390,000)
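Fluorescence readout, Ex340nm/Em540nm: ThioGlo1 (50uM final) reacts with free CoA thiol released as 20nM GCN5L2 acetylates H3(1-25) peptide (75uM) using acetyl-CoA (70uM). Compound and enzyme sat 15 min beforehand; 20 min room-temperature reaction.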
FEN1 inh: blocks human flap endonuclease 1 | actives 0.35% (n = 390,000) | Recombinant FEN1 flap cleavage, fluorescence, 15 min | Potency, µM (top dose mostly 114 µM), inactives show at the highest dose activity change, negative = inhibition, usual class: inhibitors | P39748; further: nearly all actives have a fitted effect of over 65% in size
Target sequence (P39748 whole entry, looked up): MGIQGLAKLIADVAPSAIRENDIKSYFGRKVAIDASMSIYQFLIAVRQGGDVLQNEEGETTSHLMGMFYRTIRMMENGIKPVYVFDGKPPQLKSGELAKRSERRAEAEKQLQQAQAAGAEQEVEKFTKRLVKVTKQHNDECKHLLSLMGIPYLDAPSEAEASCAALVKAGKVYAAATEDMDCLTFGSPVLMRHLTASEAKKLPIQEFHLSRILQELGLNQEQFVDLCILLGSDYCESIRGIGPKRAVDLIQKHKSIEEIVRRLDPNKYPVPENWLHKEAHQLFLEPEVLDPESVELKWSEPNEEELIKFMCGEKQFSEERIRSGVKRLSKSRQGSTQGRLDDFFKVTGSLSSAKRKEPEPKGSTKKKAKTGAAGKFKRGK
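FEN1 at 10 nM, compound pretreatment for 15 min (room temperature), 50 nM final substrate to initiate; endpoint reads at 0 and 15 min; DMSO-only plates used as vehicle background.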
N370S GC: inhibitors or activators of N370S glucocerebrosidase for Gaucher disease | actives 0.092% (n = 330,000) | P04062 | Potency, µM (highest dose often 59.4 µM), for the others: top-dose activity change, negative = inhibition, most hits filed as inhibitors | N370S GC spleen homogenate, 4MU-glucoside fluorescence;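 further: 0% = full enzyme activity and -100% = no enzyme basal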
Numbers without * were called inactive; ? = inconclusive; . = not tested or not shown; [ ] = dose if it differs, or a comment. The call rests on the fitted dose curve; in most records, active means well fitted curve in the direction sought with a large enough effect; inconclusive means small, poorly fitted or top-dose-only effect, or another doubt; inactive means no such curve, though single readings can be large; an effect the other way counts as inactive or inconclusive. Unless noted, on the % scale 0 is the no-effect control and ±100 the full control effect; potency means the concentration at half of the fitted maximal effect. Hits appear at their usual frequency; any-hit rate near 0.54%.

Value order – GCN5L2 inh, FEN1 inh, N370S GC
- CCOC(=O)C(NC(=O)CC(C)C)(Nc1sc2c(c1C(N)=O)CCCC2)C(F)(F)F (centres undefined)
  0%, 0%, 6%
- CC12CCC(=O)N1C(C(=O)N1CCN(c3ccccc3)CC1)CS2 (centres undefined)
  -1%, -6%, 0%
- CCc1ccc(C2(O)CC(C(F)(F)F)=NN2C(=O)Cc2ccc([N+](=O)[O-])cc2)cc1 (centres undefined)
  2%, -19%, 11%
- Cn1c(=O)c(C(=O)NNC(=O)c2ccccc2F)c(O)c2ccccc21
  -1%, -7%, 1%
- Cc1nn(C)cc1CNC(=O)C1C2CCC(C2)C1C(=O)O (centres undefined)
  -10%, ., -2%
- CC(=O)c1ccc(N2CCN(C(=O)C3CCCN(c4ncnc5c4nc4n5CCCCC4)C3)CC2)cc1 (centres undefined)
  -12%, 0%, 3%
- Cc1nn2cc(-c3cccc(Cl)c3)cnc2c1Br
  -14%, 7%, -11%
- CCC(C(=O)Nc1cccc(Cl)c1C)n1nc(C)c2sc3ccccc3c2c1=O (centres undefined)
  ?, -17%, .
- CCOC(=O)N1CCN(CC(=O)Nc2cc(OCC)ccc2OCC)CC1
  -4%, -4%, 3%
- O=S(=O)(N/N=C1\CCCc2ccccc21)c1ccccc1
  -1%, -16%, .

(continued)
Value order – GCN5L2 inh, FEN1 inh, N370S GC
- Cc1nc2ccc(NC(=O)c3ccc(S(=O)(=O)N4CCOCC4)cc3)cc2s1
  -10%, 6%, 1%
- N#Cc1ccc(Oc2ccc(-c3cnc4ccccc4n3)cc2)cc1C#N
  59%[activator], 6%, 8%
- O=C(/C=C/c1cccc(F)c1)NNC(=O)c1ccncc1
  -3%, -2%, -12%
- O=C(CCC(=O)OCc1ccc([N+](=O)[O-])cc1)Nc1ccc(F)cc1
  -7%, 1%, 4%
- Cc1ccc([N+](=O)[O-])cc1S(=O)(=O)Nc1ccc(-c2ccc(N3CCCC3)nn2)cc1
  -7%, -1%, -18%
- CCN(CCCNC(=O)Cn1ncc2c3ccccc3n(C)c2c1=O)Cc1ccccc1
  -2%, -18%, .
- Cc1ccc(-n2c(=O)c(C#N)cc3c(=O)n4ccccc4nc32)cc1
  30%, 2%, ?
- CCOC(=O)N1CCN(c2ccc([N+](=O)[O-])cc2)CC1
  0%, 3%, -7%
- Cc1ccc(-c2csc(N(CCO)CCCn3c(C(F)(F)F)nc4cc(C(F)(F)F)ccc43)n2)cc1
  -16%, 0%, -12%
- Cc1ccc(SCCC(=O)N2CCC(C)CC2)cc1
  -1%, 1%, 1%

(next part)
Value order – GCN5L2 inh, FEN1 inh, N370S GC
- N#CCc1ccc(NC(=O)c2ccc(S(=O)(=O)N3CCOCC3)cc2)cc1
  -1%, 10%, -9%
- Cc1cc(C)n(C(=O)CCNC(=O)c2ccccc2Cl)n1
  -1%, 3%, -2%
- Clc1ccc2nc(Nc3ccccc3Cl)nc(-c3ccccc3)c2c1
  -3%, -17%, .
- COCCCn1c(=O)c2sccc2n(Cc2ccccc2C)c1=O
  -6%, -5%, -6%
- Cc1ccc(Cl)cc1N1CCN(C(=O)CN(C2CCCCC2)S(C)(=O)=O)CC1
  -5%, -13%, -2%
- CCOCCOC(=O)C1=C(C)NC(=O)NC1c1cc2c(cc1Br)OCO2 (centres undefined)
  ?, -10%, -1%
- CCOC(=O)c1cc(-c2ccncc2)nc2c1c(C)nn2C
  -9%, -15%, 1%
- CC(C)C(NCC(=O)Nc1ccccc1C(=O)NC1CC1)c1ccccc1 (centres undefined)
  -10%, 0%, .
- O=C(O)C(Cc1ccccc1)N1C(=O)/C(=C/c2cccs2)SC1=S (centres undefined)
  1%, -6%, 1%
- COC(=O)C1=C(C)Nc2ncnn2C1c1ccc(OC(=O)c2ccccc2)cc1 (centres undefined)
  16%, -2%, -5%

Additional results
Value order – GCN5L2 inh, FEN1 inh, N370S GC
- O=C(CSc1nnc(-c2ccco2)o1)NC1CCCCCC1
  -1%, 0%, 2%
- COc1ccc(OC)c(/C=N/NC(=O)CNC(=O)c2cccc3ccccc23)c1
  -5%, -9%, ?
- Cc1ccc(S(=O)(=O)N/N=C/c2ccc3nccnc3c2)cc1
  0%, -6%, 0%
- COC(=O)c1ccc(N=NN2CCOCC2)cc1
  -11%, -7%, 0%
- Cc1nc(SCCC(=O)O)c2cc(-c3ccccc3)sc2n1
  -4%, -22%, 3%
- Cc1cc(CNC(=O)[C@]2(C(F)(F)F)C[C@H](CCC3CCCCC3)CCCO2)nn1C
  ., -10%, -2%
- O=C(NC(Cc1ccccc1)C(=O)NCc1ccccn1)c1ccco1 (centres undefined)
  -16%, -8%, 4%
- Cc1ccc(CNC(=O)CCS(=O)(=O)c2ccc(Br)s2)cc1
  -8%, -1%, -4%
- Cc1ccc(NC(=O)c2cc([N+](=O)[O-])ccc2Cl)c(O)c1
  -11%, 0%, 4%
- COc1ccccc1-c1nnc2sc(-c3ccc(N(C)C)cc3)nn12
  -1%, -4%, 4%

Next part.
Value order – GCN5L2 inh, FEN1 inh, N370S GC
- CC(C)C[C@H](NC(=O)C1CCC(CNC(=O)[C@@H]2CCCN2C(=O)OC(C)(C)C)CC1)C(=O)O (some centres undefined)
  -3%, -11%, 2%
- COc1ccc(-c2cc(-c3ccc(Br)cc3)nc3ncnn23)cc1OC
  -28%, -1%, 11%
- Cn1c(=O)c2c(ncn2CC(=O)N/N=C/c2ccc(Br)s2)n(C)c1=O
  -2%, -7%, 21%
- O=C(CSc1nc(C2CC2)nc2ccccc12)Nc1ccc2c(c1)OCCO2
  -7%, -6%, 5%
- CC(C)CCNC(=O)C(=O)Nc1c2c(nn1-c1ccccc1)CS(=O)(=O)C2
  -10%, 24%, .
- Cc1noc(C)c1S(=O)(=O)N(CC(=O)NCc1ccc(F)cc1)c1ccc(C(C)C)cc1
  0%, 4%, 2%
- CC(C)c1ccc(N(C(=O)c2snc(C(N)=O)c2N)C(C(=O)NC2CCCC2)c2ccncc2)cc1 (centres undefined)
  -3%, 2%, 9%
- CC(C)(C)c1ccc(NC(=O)COC(=O)CCc2nc3ccccc3c(=O)[nH]2)cc1
  2%, 1%, 14%
- O=C(Nc1ccc(C(=O)c2ccccc2)cc1)c1ccccc1
  11%, 9%, -4%
- c1csc(-c2nc(NCCCN3CCOCC3)c3ccccc3n2)c1
  5%, -2%, -21%

The listing continues.
Value order – GCN5L2 inh, FEN1 inh, N370S GC
- Cc1ccc(NC(=O)COc2coc(CN3CCc4ccccc43)cc2=O)cc1Cl
  -29%, -3%, 1%
- CC1CCCCC1NC(=O)CCc1nc2sc3c(c2c(=O)[nH]1)CCCC3 (centres undefined)
  -7%, 6%, 3%
- C/C(Cn1cnc([N+](=O)[O-])n1)=N\NC(=O)c1cccc(F)c1
  0%, -8%, 2%
- N#CC1=C2Nc3ccccc3N2C(=O)NC1(c1ccccc1)C(F)(F)F (centres undefined)
  -5%, 2%, 5%
- Cc1ccc(C(=O)NCc2ccco2)cc1S(=O)(=O)Nc1cccc(Cl)c1
  -4%, -3%, 1%
- Cc1nonc1NC(=O)CSc1ccccn1
  -1%, -16%, -8%
- Cn1nc(CC(=O)NCc2ccc(F)cc2)c2ccccc2c1=O
  2%, 0%, 3%
- Cc1ccc2[nH]c(=O)c(COC(=O)c3cccs3)cc2c1
  -2%, -8%, 5%
- Cc1[nH]n(-c2cccc(Cl)c2)c(=O)c1C=NCc1ccco1
  -1%, -12%, 4%
- O=C(c1ccccc1NS(=O)(=O)c1cccc(C(F)(F)F)c1)N1CCc2ccccc21
  -1%, -5%, -5%

Going on with the list.
Value order – GCN5L2 inh, FEN1 inh, N370S GC
- Cc1cc(C)n(-c2ccc(C(=O)Nc3cccc(S(=O)(=O)N4CCCC4)c3)cc2)n1
  2%, -1%, -12%
- N#C/C(=C/c1ccc(N2CCCCC2)o1)C(=O)Nc1ccc(Cl)cc1
  -22%, -2%, 7%
- Cc1cc(=O)[nH]c(SCC(=O)OCc2ccccc2)c1C#N
  3%, 6%, 3%
- O=C(C[n+]1cc(-c2ccccc2)n2c1CCC2)Nc1nc(-c2ccccc2)cs1
  7%, -12%, -14%
- O=C(CNCc1ccco1)Nc1ccc(Oc2ccccc2)cc1
  -6%, -12%, -18%
- CCCn1nc(C(=O)Nc2ccc(S(=O)(=O)Nc3nccs3)cc2)c2ccccc2c1=O
  0%, -6%, -2%
- N#Cc1c(N)n(CCOC(=O)c2cccc(Br)c2)c2nc3ccccc3nc12
  ., -13%, 18%
- O=C(NC1CCCC1)C1CC(=O)N(c2ccccc2)C1 (centres undefined)
  -3%, 8%, -5%
- Clc1cccc(Cl)c1-c1noc(CN2CCOCC2)n1
  -6%, -12%, -11%
- Cc1c([N+](=O)[O-])cc(S(=O)(=O)Nc2ccncc2)cc1[N+](=O)[O-]
  23%, 16%, 0%

Further entries follow:
structure | GCN5L2 inh | FEN1 inh | N370S GC
O=C(NC(=S)NCCC1=CCCCC1)c1ccc(Br)o1 | 23% | -27% | 28%
Cn1c(=O)n(C)c2cc(/C=N/NC(=O)c3ccc(Cl)cc3)ccc21 | -27% | 15% | 7%
O=C(O)c1cncc(Br)c1 | -1% | 17% | 2%
Nc1nonc1-n1nnc(C(=O)N/N=C/c2ccccc2Cl)c1CSc1ccccc1 | -18% | -11% | -15%
Cc1ccc2nc(-c3cccc(NC(=O)c4cccc5ccccc45)c3)oc2c1 | -1% | -3% | .
Fc1ccc(COc2cccc(CNCc3ccncc3)c2)cc1 | -1% | 19% | -10%
Cc1cc(C(C)c2ccccc2)c(O)c(CN2CCOCC2)c1C (centres undefined) | -26% | -24% | -2%
CCc1nnc(NC(=O)CSc2nnc(-c3ccccc3OC)n2-c2ccc(C)cc2)s1 | ? | -3% | 4%

Remaining list, next part:
structure | GCN5L2 inh | FEN1 inh | N370S GC
C=CCn1c(SCC(=O)Nc2ccccc2OC)nc(O)c(CC)c1=O | -1% | -13% | 27%
O=C(COC(=O)c1cn(-c2ccccc2)nc1-c1ccccc1)c1ccc([N+](=O)[O-])cc1 | -9% | . | -13%
CCc1cccc(C)c1NC(=S)N(CCOC)C(C)c1ccco1 (centres undefined) | -21% | -4% | 2%
Cc1ccc(C)c(NS(=O)(=O)c2c(C)[nH]c(C)c2C(=O)N2CCCCC2)c1 | -4% | 12% | -5%
COc1cccc(CN(C)C(=O)Cc2c[nH]c3ccccc23)c1OC | 0% | 3% | ?
CCOC(=O)c1[nH]c2ccccc2c1NC(=O)c1cc(Cl)ccc1Cl | -5% | 9% | .
COc1ccc(CNC(=O)COC(=O)/C=C/c2ccc(S(=O)(=O)N3CCOCC3)cc2)cc1 | -7% | -16% | -1%
CCOC(=O)c1c[nH]c2c(Cl)c(Cl)ccc2c1=O | 4% | 3% | 8%

Sorted by the number under GCN5L2 inh (low to high): 5 from the list above
structure | GCN5L2 inh | FEN1 inh | N370S GC
CCc1cccc(C)c1NC(=S)N(CCOC)C(C)c1ccco1 (centres undefined) | -21% | -4% | 2%
O=C(COC(=O)c1cn(-c2ccccc2)nc1-c1ccccc1)c1ccc([N+](=O)[O-])cc1 | -9% | . | -13%
CCOC(=O)c1[nH]c2ccccc2c1NC(=O)c1cc(Cl)ccc1Cl | -5% | 9% | .
C=CCn1c(SCC(=O)Nc2ccccc2OC)nc(O)c(CC)c1=O | -1% | -13% | 27%
COc1cccc(CN(C)C(=O)Cc2c[nH]c3ccccc23)c1OC | 0% | 3% | ?

The results go on.
structure | GCN5L2 inh | FEN1 inh | N370S GC
O=c1c2ccccc2sn1-c1ccc(S(=O)(=O)N2CCCC2)cc1 | 0.5µM* | ? | -10%
CN(C)c1ccc2nsnc2c1[N+](=O)[O-] | -5% | -3% | -2%
CN(C)CCCNC(=S)NCc1ccc(Cl)cc1 | -1% | 6% | -7%
CN(c1cccc(NS(=O)(=O)c2ccccc2)c1)S(C)(=O)=O | 3% | 1% | 20%
Cc1ccc(-c2csc(SCC(=O)Nc3cc(C)on3)n2)cc1 | 4% | -3% | 7%
COC(=O)c1ccc(Cl)cc1NC(=O)N(C)CCc1c(C)nn(C)c1C | -1% | 10% | .
CC(=O)c1cccc(N2C(=O)C3C4CCC(C4=C(C)C)C3C2=O)c1 (centres undefined) | 2% | -6% | 19%
Cc1ccc(/C=N/c2sc3c(c2C#N)CCC3)s1 | -7% | -7% | 6%

More structures.
structure | GCN5L2 inh | FEN1 inh | N370S GC
O=C(NCC1CCCO1)C(=O)NCC(c1ccco1)N1CCN(c2ccccc2)CC1 (centres undefined) | 2% | 2% | 3%
O=C(CSc1ccc2ccccc2c1Br)Nc1cccc(S(=O)(=O)NC2=NCCCCC2)c1 | -7% | 9% | -1%
OCCN1CCN(c2ncnc3sc(-c4ccccc4)cc23)CC1 | -5% | ? | ?
COc1ccccc1CN1C(=O)[C@@H]2C(CCC(N)=O)NC3(C(=O)Nc4c3ccc(Cl)c4C)[C@@H]2C1=O (some centres undefined) | 2% | -3% | -4%
COc1cc(NC(=O)C/C(C)=N/NC(=O)c2cccc(O)c2)c(OC)cc1Cl | 1% | 3% | -12%
Cc1cc(=O)oc(C)c1C(=O)NCC(C)C | -5% | -2% | 0%
O=S(=O)(N/N=C\c1cccc(F)c1)c1ccccc1 | ? | -16% | 3%
COCCn1c(SCCCC(=O)c2ccc(Br)cc2)nnc1-c1ccncc1 | -3% | 0% | -1%
